Screening results: PubChem BioAssay, several laboratories
T cell modulator = T cell immune modulators affecting CD8 T cell-vesicle binding; AID 2052; calls only at 7 µM; 2C CD8+ T cell-vesicle binding, flow cytometry; hits give low values; actives 0.068% (n = 330,000);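 active = response, share of CD8 T cells binding vesicles, and their 90th percentile fluorescence all below set limits, cut at about 80% in these data, passing the limit was not always enough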
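System: murine 2C transgenic CD8+ T lymphocytes; also added: QL9-loaded Drosophila micro-vesicles; times: binding 1.5 h at 37 °C; measured by: flow cytometry, PE anti-B7-1 (FL2) versus Alexa647 anti-CD8 (FL8), PFA-fixed; control set: Peptide-free naked vesicles (low) and QL9 vesicles with 0.7% DMSO vehicle (high)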
K1F lysis inhibition = protection from phage-mediated lysis, alamar blue read-out – E. coli UTI89, K1F phage, bacterial capsule biogenesis inhibitors (AID 488966); E. coli UTI89 K1F phage lysis, alamar blue, 2 h; higher % means a stronger effect; inhibition, % at 100 µM; hits with a dose series show IC50 in µM; actives 0.02% (n = 340,000);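 active = phage lysis inhibition, versus mean bacterial control, above a set limit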;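 also: capsule biogenesis inhibitors block K1F phage lysis so surviving cells raise fluorescence; higher fluorescence means more inhibition of phage lysis; actives were called in the ten point dose series up to 300 µM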
RSV CPE inhibition = RSV antiviral activity via CPE protection, HEp-2 cells, primary 10 µM value included (AID 2391) | actives 0.13% (n = 310,000) | HEp-2 cells, RSV-induced CPE inhibition; higher % means a stronger effect | CPE inhibition, % at 10 µM; hits with a dose series show IC50 in µM; in the data active = a potency from the dose series; also: strong numbers were not always called active
T cell modulator vesicle-bound % = further read-out of T cell modulator, marked with its call; double positive events, %; measured here: CD8+ vesicle-bound cell fraction;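 binding gate set so that unloaded-vesicle control wells show 10% double positive cells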
Numbers without * were called inactive; i = inactive; [ ] = remark or other dose.

SMILES	T cell modulator	T cell modulator vesicle-bound %	K1F lysis inhibition	RSV CPE inhibition
CCc1noc(C)c1C(=O)Nc1nc2c(C)cccc2s1	i	13	0.6%[50 µM]	-0.5%
CCn1c(=NC(=O)CS(=O)(=O)c2ccccc2)sc2cccc(OC)c21	i	37	0.1%[50 µM]	4.2%
CCCCOc1ccc(C(=O)NCC(=O)NCCOc2ccccc2OC)cc1	i	36	1.1%[50 µM]	1.6%
CC(C)(C)c1ccc(C(=O)NC(=O)CSc2n[nH]c(N)n2)cc1	i	37	0.5%[50 µM]	1.3%
CC(=O)Nc1ccc(NC(=O)C(C)Oc2ccccc2C(=O)NCc2ccccc2)cc1 (stereo not given)	i	32	0.6%[50 µM]	4.7%
Cc1ccc2c(CC(=O)N(CC3CCCO3)c3c(N)n(Cc4ccccc4)c(=O)[nH]c3=O)coc2c1 (stereo not given)	i	44	0.5%[50 µM]	-1.5%
C=CCNC(=O)c1n[nH]c2c1CC(C(C)(C)CC)CC2 (stereo not given)	i	32	0.5%	1.9%
O=C(CCC1CCCC1)NCCS(=O)(=O)N1CCN(c2ccc(F)cc2)CC1	i	51	0.3%[50 µM]	0.5%
COc1ccc(S(=O)(=O)N2CCN(C(C)C(=O)Nc3ccc(C(C)C)cc3)CC2)cc1 (stereo not given)	i	20	3.0%	1.9%
C=CCn1c(COc2ccc(F)cc2)nnc1SCC(=O)NC1CC1	i	35	1.6%[50 µM]	0.6%
NNC(=O)Cn1nc(Cc2ccccc2)n(N)c1=O	i	55	0.5%[50 µM]	0.7%
COc1ccc(Cl)cc1NC(=O)C(C)OC(=O)C1=NNC(=O)CC1 (stereo not given)	i	35	0.6%[50 µM]	1.4%
O=C(CSc1ccccc1F)OCC(=O)N1CCN(C(=O)c2ccco2)CC1	i	28	0.8%[50 µM]	-2.4%
CN1C2Cc3c(n(C)c4ccccc34)C1CC=C2CO (stereo not given)	i	28	1.2%	1.6%
Cc1ccc(CNC(=O)CN(C(=O)N2CCN(C)CC2)S(=O)(=O)c2ccc(C)cc2)cc1	i	49	1.1%[50 µM]	-2.6%
COc1ccc(C(=O)Nc2cccc(-c3ccc(N4CCOCC4)nn3)c2)cc1	i	58	0.0%[50 µM]	-1.9%
O=C1CC2(CCN(C(=O)COc3ccccc3F)CC2)Oc2ccccc21	i	32	1.1%[50 µM]	2.3%
C/C=C/c1ccc(OCC(=O)Nc2cc(Cl)ccc2-n2cncn2)c(OC)c1	i	51	1.4%[50 µM]	4.9%
CN(CCOc1ccccc1)S(=O)(=O)c1ccccc1C#N	i	45	0.6%[50 µM]	1.1%
COc1ccc(Cl)cc1NC(=O)CN(C)C(=O)c1sc2ccccc2c1Cl	i	44	0.3%[50 µM]	1.9%
Cc1cc(C(=O)CN2C(=O)C(=O)N(C3CCCC3)C2=O)c(C)n1CCc1ccc(F)cc1	i	28	-0.2%[50 µM]	3.0%
Cc1sc2ncnc(N3CCC(C(=O)NNC(=O)COc4cccc(C(F)(F)F)c4)CC3)c2c1C	i	26	-0.2%[50 µM]	17%
CC(=O)Nc1ccc(NC(=O)C(C)Sc2nc3nc(C)cc(C)n3n2)cc1 (stereo not given)	i	53	0.7%[50 µM]	0.1%
c1ccc(C2(CN3CCNC[C@H]3Cc3cccc4ccccc34)CC2)cc1	i	22	-10%	11%
Cc1cccc(NC(=O)c2nc[nH]c2C(=O)N2CCN(C(=O)OC(C)(C)C)CC2)c1	i	39	-1.6%	1.2%
Cc1csc(=O)n1CCC(=O)OCC(=O)NNC(=O)c1ccc(Br)cc1	i	30	0.8%[50 µM]	5.0%
Cc1onc(-c2ccccc2Cl)c1C(=O)Nc1cccc(S(=O)(=O)NC2=NCCC2)c1	i	10	0.6%[50 µM]	1.8%
Cc1ccc(CSCC(=O)N(C)CC(=O)Nc2ccc(Br)cc2C)cc1	i	52	0.2%[50 µM]	5.1%
COCCN(C(=O)COC(=O)CCC(=O)c1cccs1)c1c(N)n(Cc2ccccc2)c(=O)[nH]c1=O	i	19	0.4%[50 µM]	0.4%
N#Cc1ccc(C2=CC(=O)C[C@H](c3ccc(Cl)cc3)C2)cc1	i	30	-1.3%	0.7%
Cc1csc(SCC(=O)Nc2nccs2)n1	i	53	1.4%[50 µM]	-1.3%
CCCn1c(N)c(C(=O)CN(C)CC(=O)Nc2c(Cl)cccc2Cl)c(=O)[nH]c1=O	i	28	0.6%[50 µM]	1.6%
CC(=O)Nc1ccc(NC(=O)C(C)OC(=O)c2c(C)nn(-c3ccccc3)c2Cl)cc1 (stereo not given)	i	57	0.3%[50 µM]	0.8%
Cc1cc(NC(=O)CSc2ccnc(=O)[nH]2)no1	i	31	0.6%[50 µM]	1.9%
O=C(NCCCn1ccnc1)c1ccc(NS(=O)(=O)c2ccc(Cl)c(Cl)c2)cc1	i	49	1.3%[50 µM]	-0.4%
CC(Oc1ccc(F)cc1)C(=O)Nc1cc(S(=O)(=O)N2CCOCC2)ccc1N1CCN(C)CC1 (stereo not given)	i	37	0.7%[50 µM]	-0.8%
CCN(CC(=O)Nc1cc(Cl)ccc1C)C(=O)CN1C(=O)NC(CC)(c2ccccc2)C1=O (stereo not given)	i	50	0.9%[50 µM]	1.1%
COc1ccc(NS(=O)(=O)c2cccc(C(=O)NNC(=O)CN3C(=O)NC(C)(C)C3=O)c2)cc1	i	58	0.8%[50 µM]	-0.7%
Cc1ccc(C)c(OCC(=O)Nc2ccc(N3CCOCC3)cc2N2CCOCC2)c1	i	23	0.4%[50 µM]	-1.4%
CN(CC(=O)Nc1ccccc1Cl)C(=O)COC(=O)c1cc(S(=O)(=O)N(C)C)ccc1N1CCCC1	i	3	1.0%[50 µM]	-1.2%

Exported with two lines to a compound: six of the compounds above
Every second line gives: T cell modulator	T cell modulator vesicle-bound %	K1F lysis inhibition	RSV CPE inhibition
Cc1csc(SCC(=O)Nc2nccs2)n1
 : i	53	1.4%[50 µM]	-1.3%
CCCn1c(N)c(C(=O)CN(C)CC(=O)Nc2c(Cl)cccc2Cl)c(=O)[nH]c1=O
 : i	28	0.6%[50 µM]	1.6%
CC(=O)Nc1ccc(NC(=O)C(C)OC(=O)c2c(C)nn(-c3ccccc3)c2Cl)cc1 (stereo not given)
 : i	57	0.3%[50 µM]	0.8%
Cc1cc(NC(=O)CSc2ccnc(=O)[nH]2)no1
 : i	31	0.6%[50 µM]	1.9%
O=C(NCCCn1ccnc1)c1ccc(NS(=O)(=O)c2ccc(Cl)c(Cl)c2)cc1
 : i	49	1.3%[50 µM]	-0.4%
CC(Oc1ccc(F)cc1)C(=O)Nc1cc(S(=O)(=O)N2CCOCC2)ccc1N1CCN(C)CC1 (stereo not given)
 : i	37	0.7%[50 µM]	-0.8%

(list continues)
SMILES	T cell modulator	T cell modulator vesicle-bound %	K1F lysis inhibition	RSV CPE inhibition
CC(C)C[C@@]12C(=O)N(c3cccc(F)c3)C(=O)N1[C@H](c1ccc(Cl)cc1)[C@@H]1C(=O)N(C3CCCCC3)C(=O)[C@@H]12	i	37	1.4%	8.1%
Cc1ccc(C)c(S(=O)(=O)Nc2ccc(C(=O)NCC(c3ccco3)N(C)C)cc2)c1 (stereo not given)	i	58	1.4%[50 µM]	-0.4%
O=C(O/N=C/c1ccc(Br)cc1)c1ccc(F)cc1	i	16	-2.7%	2.3%
COc1ccc(C(C)(C)C)cc1NC(=O)CN1C(=O)C(=O)N(Cc2ccco2)C1=O	i	36	0.2%[50 µM]	0.5%
Cc1cc(C)cc(NC(=O)COC(=O)CNC(=O)C2CCCCC2)c1	i	26	0.3%[50 µM]	2.4%
COc1ccc(COC(=O)c2ccc(C)c(S(=O)(=O)N3CCOCC3)c2)cc1F	i	56	1.6%[50 µM]	11%
CC(NC(=O)c1cccc(S(=O)(=O)N2CCN(C)CC2)c1)c1ccc(Cl)cc1Cl (stereo not given)	i	36	1.7%[50 µM]	-0.4%
C[C@H](NC(=O)c1ccccc1Cl)C(=O)OCc1cn2cc(Cl)ccc2n1	i	28	-0.6%	-1.6%
COc1ccc(/C=C2\SC(=O)N(CCNC(=O)C3=COCCO3)C2=O)cc1	i	57	1.2%[50 µM]	-0.5%
CC(OC(=O)C1CSC2(C)CCC(=O)N12)C(=O)Nc1ccc(F)cc1 (stereo not given)	i	34	0.5%[50 µM]	-0.4%
CCOC(=O)c1[nH]c(C)c(C(=O)OCC(=O)NCc2ccc(OC)c(OC)c2)c1C	i	20	1.2%[50 µM]	-0.1%
Cc1ccc(C)c(S(=O)(=O)N2CCN(C(=O)Cn3[nH]c(=O)c4ccccc4c3=O)CC2)c1	i	49	1.2%[50 µM]	-0.1%
Cc1cccc(C(=O)NCC(=O)N2CCN(S(=O)(=O)c3ccc4c(c3)OCCO4)CC2)c1	i	31	-0.3%[50 µM]	0.0%
O=C(COC(=O)c1ccc(F)cc1Cl)Nc1cccc(S(=O)(=O)N2CCOCC2)c1	i	52	0.2%[50 µM]	-0.5%
O=C(COc1ccc(-c2ccccc2)cc1)Nc1cccnc1	i	24	0.1%[50 µM]	1.0%
CCOC(=O)C1CCN(C(c2cc3cc(C)cc(C)c3[nH]c2=O)c2nnnn2C2CCCCC2)CC1 (stereo not given)	i	18	1.4%	1.2%
COc1ccc(CNC(=O)COC(=O)c2ccc(C)c(S(=O)(=O)N3CCOCC3)c2)cc1OC	i	38	0.8%[50 µM]	0.7%
CCN1CCN(c2ccc(Cl)cc2NC(=O)c2ccc(-n3nc(C)cc3C)cc2)CC1	i	53	1.6%[50 µM]	-1.4%
Cc1[nH]c2ccccc2c1C(=O)C(C)OC(=O)c1ccc(Cl)nc1 (stereo not given)	i	38	-0.7%[50 µM]	0.2%
CC1(C)NC(=O)N(CC(=O)OCC(=O)NC(=O)c2ccccc2)C1=O	i	7	1.8%[50 µM]	-2.1%

No new results follow: entries from further up.
SMILES	T cell modulator	T cell modulator vesicle-bound %	K1F lysis inhibition	RSV CPE inhibition
CCOC(=O)c1[nH]c(C)c(C(=O)OCC(=O)NCc2ccc(OC)c(OC)c2)c1C	i	20	1.2%[50 µM]	-0.1%
Cc1ccc(C)c(S(=O)(=O)N2CCN(C(=O)Cn3[nH]c(=O)c4ccccc4c3=O)CC2)c1	i	49	1.2%[50 µM]	-0.1%

Following part:
SMILES	T cell modulator	T cell modulator vesicle-bound %	K1F lysis inhibition	RSV CPE inhibition
O=C(Nc1ccccc1)c1nc[nH]c1C(=O)NCc1ccccc1	i	32	0.4%	-0.3%
CC1(C)C(=O)Nc2ccccc2N1C(=O)COC(=O)/C=C/c1ccc(OC(F)F)cc1	i	56	0.9%[50 µM]	-0.5%
COc1ccc(C(=O)OCC(=O)NC(=O)NC2CCCC2)cc1OC	i	28	0.1%[50 µM]	1.2%
CCOc1cc(N2CCOCC2)c(OCC)cc1NC(=O)C1=COCCO1	i	34	0.7%[50 µM]	0.6%
CC1(C2CC2)NC(=O)N(CC(=O)N2CCN(S(=O)(=O)c3ccc(F)c(F)c3)CC2)C1=O (stereo not given)	i	45	0.1%[50 µM]	0.6%
CCOC(=O)c1c(C)[nH]c(C(=O)OCC(=O)c2ccc3c(c2)NC(=O)CO3)c1C	i	23	1.3%[50 µM]	-1.8%
Cc1ccc(NC(=O)COC(=O)C2CC3CCCC(C2)C3=O)c([N+](=O)[O-])c1 (stereo not given)	i	8	0.9%[50 µM]	1.4%
CC1=NNC(=O)C1Cc1c(Cl)cccc1Cl (stereo not given)	i	42	-0.1%	-0.8%
CC(=O)c1ccc2c(c1)C1C=CCC1C(c1cc3c(cc1Br)OCO3)N2 (stereo not given)	i	46	0.5%	5.4%
CCCCn1c(N)c(N(CC(C)C)C(=O)c2ccc(-c3ccc(Cl)cc3)o2)c(=O)[nH]c1=O	i	66	0.1%[50 µM]	1.9%
CCn1nc(C(=O)NNC(=O)C2CSC3(C)CCC(=O)N23)c2ccccc2c1=O (stereo not given)	i	24	0.6%[50 µM]	1.7%
CC1(C)O[C@@H]2C[C@H]3[C@@H]4CCC5=CC(=O)CC[C@]5(C)[C@@]4(F)[C@@H](O)C[C@]3(C)[C@]2(C(=O)CCl)O1	i	62	-0.5%	-2.1%
CC(C)CN(C(=O)CCC(=O)OCc1ccc(Cl)cc1Cl)c1c(N)n(CC(C)C)c(=O)[nH]c1=O	i	27	1.3%[50 µM]	-2.6%
Cc1ccc(OCCC(=O)OCC(=O)NC2CCS(=O)(=O)C2)cc1 (stereo not given)	i	21	1.6%[50 µM]	-1.3%
O=C(COC(=O)CC1CCCC1)Nc1cccc(F)c1	i	6	0.1%[50 µM]	0.3%
CCCc1cc(=O)[nH]c(SCC(=O)N2CCc3cc(OC)c(OC)cc3C2)n1	i	5	0.3%[50 µM]	1.4%
O=C(COC(=O)/C=C/c1cccc(C(F)(F)F)c1)NCc1cccs1	i	53	1.0%[50 µM]	-0.2%
CCN1C(=O)[C@H]2[C@@H](c3ccc(-c4ccc(F)cc4)c(OC)c3)N3CCC[C@@]3(C(=O)OC)[C@H]2C1=O	i	24	-0.5%	1.3%
CCc1ccc(C(=O)C(C)OC(=O)CNS(=O)(=O)c2ccc(C)cc2)cc1 (stereo not given)	i	55	0.7%[50 µM]	0.9%
CC(OC(=O)Cn1cnc2c1c(=O)n(C)c(=O)n2C)C(=O)NC(C)c1ccc(Cl)cc1Cl (stereo not given)	i	40	1.7%[50 µM]	-1.7%

A portion of the library, so the mix of outcomes need not match the whole.
